High-throughput results from PubChem BioAssay.
Bcl-xL primary: inhibitors of human Bcl-xL, primary screen, biochemical, fluorescence polarization, HTS; Bcl-2-like protein 1 (Homo sapiens), Q07817; GST-Bcl-xL / FITC-Bim BH3 peptide fluorescence polarization; inhibition, % at 10.9 µM; hit rate 0.7% among 320,000;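 active = inhibition above the mean of all tested compounds plus 3 SD, cutoff set per campaign, cut at about 30% in these data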;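 note: 0% = DMSO wells and 100% = unlabeled Bim-BH3 peptide competitor; inhibitors lower millipolarization by displacing the labeled peptide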
GLD-1 RNA inh: GLD-1/TGE RNA complex disruptors, primary screen, biochemical, fluorescence polarization; Female germline-specific tumor suppressor gld-1 (Caenorhabditis elegans), Q17339; purified GLD-1 + fluorescein TGE RNA; hit rate 0.44% among 320,000; inhibition, % at 5.96 µM;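 active = percent inhibition above a per-plate cutoff, the plate mean of test compounds plus 3 SD, cut at about 30% in these data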;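 note: 0% = DMSO wells with GLD-1 and probe and 100% = wells lacking GLD-1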
Fam108B counter: mouse Fam108B serine hydrolase inhibitors, primary screen, counter-screen for RBBP9 inhibitor project, biochemical, fluorescence polarization; recombinant Fam108B, FP-Rh probe fluorescence polarization; inhibition, % at 9.51 µM; hit rate 0.33% among 300,000;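 active = inhibition above the screen mean inhibition plus 3 SD, computed separately per campaign, cut at about 18% in these data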;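 note: inhibitors lower polarization as less probe binds the enzyme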
AHR activator: AHR activators, primary screen, cell-based, luminescence, luciferase reporter, human; Aryl hydrocarbon receptor (Homo sapiens), P35869; AHR-responsive luciferase reporter cells; activation, % at 5 µM; hit rate 2.5% among 320,000; in the data active = activation above about 47%;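 note: 0% = vehicle wells and 100% = reference agonist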
PME-1 primary: PME-1 inhibitors via competitive probe labeling, primary screen, biochemical, fluorescence polarization, FP-Rh probe, HTS; recombinant PME-1; inhibition, % at 5.9 µM; Protein phosphatase methylesterase 1 (Homo sapiens), Q9Y570; hit rate 0.53% among 320,000;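 active = inhibition above the campaign mean of all compounds plus 3 SD, cut at about 26% in these data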;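 note: competitive labeling of PME-1 active site by serine hydrolase directed probe; 0% = PME-1 with DMSO and 100% = wells lacking PME-1 enzyme; inhibitors block probe labeling so polarization falls and inhibition rises; many of its hits are not listed in these tables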
MCL1 BIM primary: inhibitors of MCL1 binding to BIM-BH3, primary screen, biochemical, fluorescence polarization; GST-MCL1 / FITC-Bim-BH3 fluorescence polarization; Induced myeloid leukemia cell differentiation protein Mcl-1 (Homo sapiens), Q07820; hit rate 0.68% among 320,000; AID 2057, 2009; inhibition, % at 10.9 µM;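 active = inhibition above the mean inhibition of all tested compounds plus 3 SD, set per campaign, cut at about 40% in these data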;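 note: 0% = DMSO wells and 100% = unlabeled Bim-BH3 peptide control; higher means more loss of mP so more displacement of Bim peptide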
MEX-5 binding: MEX-5 zinc finger RNA-binding disruptors – biochemical, C. elegans, fluorescence polarization, MLPCN library, primary screen. Zinc finger protein mex-5 (Caenorhabditis elegans), Q9XUB2. MEX-5/FITC-TCR2 RNA binding; hits give low values. activity score (negative = inhibition of binding), % at 10 µM. hit rate 0.38% among 300,000. AID 1832, 2009;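 active = inhibition past about -25% in most replicates, and total fluorescence under double the plate's negative control median, limit read from the data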;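 note: 0% = DMSO and -100% = 5 µM competing unlabeled TCR2 RNA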
Target sequence (Q9XUB2 whole entry, looked up): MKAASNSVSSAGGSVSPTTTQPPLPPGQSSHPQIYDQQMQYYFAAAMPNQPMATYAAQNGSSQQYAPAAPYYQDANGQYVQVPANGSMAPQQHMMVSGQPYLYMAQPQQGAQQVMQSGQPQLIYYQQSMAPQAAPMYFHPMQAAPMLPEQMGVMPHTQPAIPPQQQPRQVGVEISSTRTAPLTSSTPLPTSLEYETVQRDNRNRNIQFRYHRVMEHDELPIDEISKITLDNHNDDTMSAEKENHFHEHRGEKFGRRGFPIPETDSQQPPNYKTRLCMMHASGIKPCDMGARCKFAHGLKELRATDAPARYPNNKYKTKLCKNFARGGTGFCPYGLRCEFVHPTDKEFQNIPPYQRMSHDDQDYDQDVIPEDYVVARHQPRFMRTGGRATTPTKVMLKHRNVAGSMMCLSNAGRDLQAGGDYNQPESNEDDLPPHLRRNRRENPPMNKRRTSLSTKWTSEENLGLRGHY
PAFAH1B2 FP inh: PAFAH1B2 enzyme inhibitors, primary screen, biochemical, fluorescence polarization, human. hit rate 1.2% among 340,000. Platelet-activating factor acetylhydrolase IB subunit alpha2 (Homo sapiens), P68402. inhibition, % at 3.39 µM. AID 492953, 2010. recombinant PAFAH1B2, FP-rhodamine activity probe;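 active = inhibition above the mean of all tested compounds plus 3 SD, cut at about 24% in these data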;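 note: 0% = enzyme with DMSO and 100% = wells lacking PAFAH1B2; many of its hits are not listed in these tables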
pPAFAH inh: pPAFAH enzyme inhibitors, primary screen, biochemical, fluorescence polarization, human. recombinant pPAFAH, FP-rhodamine probe fluorescence polarization. inhibition, % at 3.39 µM. Platelet-activating factor acetylhydrolase (Homo sapiens), Q13093. hit rate 1.5% among 330,000. AID 463082, 2010;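 active = inhibition above the mean inhibition across the screen plus 3 SD, cut at about 25% in these data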;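 note: inhibitors block binding of the rhodamine activity-based probe so polarization drops; 0% = enzyme with DMSO and 100% = wells lacking pPAFAH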
Target sequence (Q13093 whole entry, looked up): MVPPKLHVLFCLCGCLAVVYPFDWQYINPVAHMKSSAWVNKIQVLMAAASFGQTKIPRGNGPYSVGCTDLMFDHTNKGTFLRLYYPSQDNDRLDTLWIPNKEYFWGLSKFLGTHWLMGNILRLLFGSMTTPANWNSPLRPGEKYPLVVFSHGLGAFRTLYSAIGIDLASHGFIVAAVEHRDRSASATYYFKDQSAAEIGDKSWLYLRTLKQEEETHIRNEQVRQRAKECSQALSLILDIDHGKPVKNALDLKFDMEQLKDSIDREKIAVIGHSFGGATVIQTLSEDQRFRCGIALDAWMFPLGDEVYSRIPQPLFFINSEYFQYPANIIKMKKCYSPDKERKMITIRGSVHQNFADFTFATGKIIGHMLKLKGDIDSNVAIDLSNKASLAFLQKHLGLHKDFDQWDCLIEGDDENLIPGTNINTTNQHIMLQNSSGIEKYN
Numbers without * were called inactive. This is a subset; count on the stated rates, not on these rows.

Cc1ccc(C(=O)O)cc1-c1ccc(/C=C2\SC(=O)N(CC(=O)Nc3ccc4c(c3)OCO4)C2=O)o1 was read as Bcl-xL primary 16, GLD-1 RNA inh -4, Fam108B counter -8, AHR activator 0, PME-1 primary 0, MCL1 BIM primary 56*, MEX-5 binding -1.1, PAFAH1B2 FP inh -4 and pPAFAH inh 30*.
`CCC1CCCCN1C(=O)c1c(-c2ccccc2)noc1C` (stereo unspecified) gave Bcl-xL primary 2, GLD-1 RNA inh -1, Fam108B counter -6, AHR activator 0, PME-1 primary -7, MCL1 BIM primary 0, MEX-5 binding 1.1, PAFAH1B2 FP inh 4 and pPAFAH inh 1.
Screening CCC(C)[C@H](NC(=O)N1CC(=O)Nc2ccccc21)C(=O)NC(C)CCc1ccccc1 (stereo partly specified) returned Bcl-xL primary 2, GLD-1 RNA inh 5, Fam108B counter -2, AHR activator 3, PME-1 primary 6, MCL1 BIM primary -1, MEX-5 binding 2.1, PAFAH1B2 FP inh 4 and pPAFAH inh 0.
`CC(=O)Nc1ccc(NC(=O)CN2CCN(c3cccc(C(F)(F)F)c3)CC2)cc1` gave Bcl-xL primary -4, GLD-1 RNA inh 2, Fam108B counter 1, AHR activator -4, PME-1 primary -3, MCL1 BIM primary -11, MEX-5 binding 1.3, PAFAH1B2 FP inh 6 and pPAFAH inh 6.
`COc1ccc2c(Cl)c(C(=O)N/N=C/c3ccncc3)sc2c1` gave Bcl-xL primary -18, GLD-1 RNA inh 1, Fam108B counter -29, AHR activator 9, PME-1 primary -23, MCL1 BIM primary -27, MEX-5 binding -4.9, PAFAH1B2 FP inh -8 and pPAFAH inh -4.
For O=C(NCCCN1CCCC1=O)c1ccc(Cl)c(Cl)c1 the results were Bcl-xL primary -2, GLD-1 RNA inh -3, Fam108B counter 1, AHR activator 1, PME-1 primary 7, MCL1 BIM primary 0, MEX-5 binding 3.1, PAFAH1B2 FP inh 6 and pPAFAH inh 1.
For Cc1ccc2oc(=O)c(-c3ccc(O)cc3)c(C)c2c1 the results were Bcl-xL primary -1, GLD-1 RNA inh 12, AHR activator 1, PME-1 primary -1, MCL1 BIM primary 8, PAFAH1B2 FP inh -8 and pPAFAH inh -1.
C=CCN(CC=C)C(=S)Nc1ccc2nsnc2c1 was read as Bcl-xL primary 3, GLD-1 RNA inh 0, Fam108B counter 4, AHR activator 11, PME-1 primary 2, MCL1 BIM primary 6, MEX-5 binding 1.5, PAFAH1B2 FP inh 17 and pPAFAH inh 1.
For CC(C)CNS(=O)(=O)c1cc(C(=O)N2CCOCC2)c(Cl)cc1Cl the results were Bcl-xL primary 3, GLD-1 RNA inh -1, Fam108B counter -1, AHR activator 1, PME-1 primary -1, MCL1 BIM primary 2, MEX-5 binding -0.4, PAFAH1B2 FP inh 2 and pPAFAH inh 2.
O=[N+]([O-])c1cccc(/C(=N/N=C/c2ccccc2Br)C23CN4CN(CN(C4)C2)C3)c1 was read as Bcl-xL primary 2, GLD-1 RNA inh 2, Fam108B counter -3, AHR activator 67*, PME-1 primary -14, MCL1 BIM primary -1, MEX-5 binding -9.3, PAFAH1B2 FP inh -2 and pPAFAH inh -1.
Screening O=C(O)c1cccc(N2C(=O)Nc3ccccc3N2O)c1 returned Bcl-xL primary -3, GLD-1 RNA inh 9, Fam108B counter 1, AHR activator 1, PME-1 primary 4, MCL1 BIM primary -10, MEX-5 binding 1.6, PAFAH1B2 FP inh -3 and pPAFAH inh 4.
Cc1cc(-c2nnco2)c(C)n1-c1ccc(F)cc1 was read as Bcl-xL primary 4, GLD-1 RNA inh 4, Fam108B counter -4, AHR activator 0, PME-1 primary 6, MCL1 BIM primary -3, MEX-5 binding 0.8, PAFAH1B2 FP inh 2 and pPAFAH inh 3.
Screening CCOc1cc(/C=N/NC(=O)CSc2nncn2C)ccc1OCC(N)=O returned Bcl-xL primary 3, GLD-1 RNA inh 3, Fam108B counter 2, AHR activator 5, PME-1 primary 1, MCL1 BIM primary 14, MEX-5 binding -0.7, PAFAH1B2 FP inh -6 and pPAFAH inh 2.
`COc1ccc(NC(=O)c2ccc3c(c2)OCO3)cc1` gave Bcl-xL primary 2, GLD-1 RNA inh 8, Fam108B counter 0, AHR activator 3, PME-1 primary 1, MCL1 BIM primary 0, MEX-5 binding 1.5, PAFAH1B2 FP inh 6 and pPAFAH inh 3.
NC(=O)c1cnn2c(-c3ccc(Cl)cc3Cl)ccnc12 was read as Bcl-xL primary 1, GLD-1 RNA inh 0, Fam108B counter -3, AHR activator 2, PME-1 primary -2, MCL1 BIM primary 2, MEX-5 binding 2.2, PAFAH1B2 FP inh 4 and pPAFAH inh 3.
Screening O=C(CCn1nc(-c2ccccc2)ccc1=O)N1CCN(c2ccccn2)CC1 returned Bcl-xL primary 4, GLD-1 RNA inh -3, Fam108B counter 3, AHR activator 82*, PME-1 primary 1, MCL1 BIM primary -6, MEX-5 binding -6.5, PAFAH1B2 FP inh 4 and pPAFAH inh -2.
`COc1ccc(CNC(=S)NC2CCCCC2)cc1` gave Bcl-xL primary 3, GLD-1 RNA inh -5, Fam108B counter 2, AHR activator 0, PME-1 primary 5, MCL1 BIM primary 16, MEX-5 binding 1.3, PAFAH1B2 FP inh 3 and pPAFAH inh -4.
Screening CC(=O)Nc1ccc(NC(=O)CN2C(=O)COc3ccc(S(=O)(=O)N4CCCCC4)cc32)cc1 returned Bcl-xL primary -2, GLD-1 RNA inh 3, Fam108B counter 1, AHR activator 0, PME-1 primary 4, MCL1 BIM primary -2, MEX-5 binding -1.0, PAFAH1B2 FP inh 12 and pPAFAH inh 4.
Screening COCC(=O)NC1(c2nnnn2CCOC(=O)Nc2ccc(Cl)cc2)CCCCC1 returned Bcl-xL primary -1, GLD-1 RNA inh 6, Fam108B counter -5, AHR activator 2, PME-1 primary -1, MCL1 BIM primary -5, MEX-5 binding 1.4, PAFAH1B2 FP inh 7 and pPAFAH inh 2.
Screening CN(C(=O)c1cccc(N2C(=O)C3C4C=CC(C4)C3C2=O)c1)C1CCCCC1 (stereo unspecified) returned Bcl-xL primary 2, GLD-1 RNA inh -2, Fam108B counter 2, AHR activator -1, PME-1 primary -1, MCL1 BIM primary -2, MEX-5 binding -0.5, PAFAH1B2 FP inh 1 and pPAFAH inh 4.
Screening Cc1cc(C)cc(NC(=O)CCCCCN2C(=O)[C@@H]3Cc4ccccc4CN3C2=O)c1 returned Bcl-xL primary -2, GLD-1 RNA inh 1, Fam108B counter 0, AHR activator 0, PME-1 primary 1, MCL1 BIM primary 1, MEX-5 binding -1.9, PAFAH1B2 FP inh 0 and pPAFAH inh 4.
`CCOC(=O)C1CCN(C(=S)NC2CCCC2)CC1` gave Bcl-xL primary 3, GLD-1 RNA inh -8, Fam108B counter -4, AHR activator -3, PME-1 primary 1, MCL1 BIM primary 1, MEX-5 binding -0.6, PAFAH1B2 FP inh 1 and pPAFAH inh 1.
`Cc1oc(-c2ccccc2F)nc1CS(=O)CC(=O)NC1CCCC1` (stereo unspecified) gave Bcl-xL primary 3, GLD-1 RNA inh 0, Fam108B counter -2, AHR activator 5, PME-1 primary -7, MCL1 BIM primary 3, MEX-5 binding -1.7, PAFAH1B2 FP inh 1 and pPAFAH inh 2.
Screening Cc1nc(COc2ccc(C(=O)NCc3ccccc3CN3CCCCC3)cc2)cs1 returned Bcl-xL primary 2, GLD-1 RNA inh 5, AHR activator -6, PME-1 primary -1, MCL1 BIM primary 4, PAFAH1B2 FP inh 9 and pPAFAH inh -2.
Screening CC(C(=O)NC1CCCC1)N(C(=O)CS(=O)CC(=O)Nc1ccc(F)cc1)c1ccc2c(c1)OCCO2 (stereo unspecified) returned Bcl-xL primary 1, GLD-1 RNA inh 4, Fam108B counter 3, AHR activator -1, PME-1 primary -3, MCL1 BIM primary -6, MEX-5 binding 0.7, PAFAH1B2 FP inh 5 and pPAFAH inh 2.
Screening CCOC(=O)CNC(=O)N1CCCC(Cc2ccccc2)(C(=O)OCC)C1 (stereo unspecified) returned Bcl-xL primary 1, GLD-1 RNA inh 7, Fam108B counter -3, AHR activator 0, PME-1 primary -8, MCL1 BIM primary 3, MEX-5 binding 1.8, PAFAH1B2 FP inh 0 and pPAFAH inh -2.
`O=C(NCC(c1ccco1)N1CCCCC1)c1cccc(S(=O)(=O)Nc2ccccc2Cl)c1` (stereo unspecified) gave Bcl-xL primary 1, GLD-1 RNA inh -1, Fam108B counter -6, AHR activator 22, PME-1 primary -8, MCL1 BIM primary 5, MEX-5 binding 0.8, PAFAH1B2 FP inh -6 and pPAFAH inh -2.
For CCOC(=O)c1ccc(Nc2ncccc2[N+](=O)[O-])cc1 the results were Bcl-xL primary -3, GLD-1 RNA inh 6, Fam108B counter 3, AHR activator 2, PME-1 primary 10, MCL1 BIM primary -2, MEX-5 binding -1.9, PAFAH1B2 FP inh 1 and pPAFAH inh 11.
CCOC(=O)c1ccccc1NC(=O)COC(=O)c1ccc(C)c(S(=O)(=O)N2CCOCC2)c1 was read as Bcl-xL primary 3, GLD-1 RNA inh 11, Fam108B counter -5, AHR activator -1, PME-1 primary 2, MCL1 BIM primary 11, MEX-5 binding 0.2, PAFAH1B2 FP inh -4 and pPAFAH inh 4.
Screening O=C(CCSc1ccccc1)NCCSc1ccccn1 returned Bcl-xL primary -4, GLD-1 RNA inh 4, Fam108B counter -3, AHR activator 2, PME-1 primary 6, MCL1 BIM primary -5, MEX-5 binding 1.9, PAFAH1B2 FP inh 6 and pPAFAH inh -4.
For CCN(CC)C(=O)C1=C(C)NC(=S)NC1c1cccs1 (stereo unspecified) the results were Bcl-xL primary 4, GLD-1 RNA inh -3, Fam108B counter -2, AHR activator -1, PME-1 primary -2, MCL1 BIM primary -3, MEX-5 binding -0.9, PAFAH1B2 FP inh 0 and pPAFAH inh 3.
Screening CC(C)(CN1CCOCC1)NS(=O)(=O)c1ccccc1 returned Bcl-xL primary 3, GLD-1 RNA inh 5, Fam108B counter 1, AHR activator -1, PME-1 primary -9, MCL1 BIM primary -4, MEX-5 binding 2.3, PAFAH1B2 FP inh 1 and pPAFAH inh 0.
For Cc1nn(Cc2ccccc2)c(C)c1/C=N/NC(=O)c1ccncc1 the results were Bcl-xL primary 9, GLD-1 RNA inh 5, Fam108B counter 0, AHR activator 11, PME-1 primary 3, MCL1 BIM primary -4, MEX-5 binding -1.3, PAFAH1B2 FP inh 0 and pPAFAH inh 0.
Screening Cc1cc(C)c2sc(N(CCN(C)C)C(=O)c3c(F)cccc3F)nc2c1 returned Bcl-xL primary 0, GLD-1 RNA inh 8, Fam108B counter -3, AHR activator 3, PME-1 primary 2, MCL1 BIM primary 8, MEX-5 binding -2.1, PAFAH1B2 FP inh 3 and pPAFAH inh 0.
Screening Cc1cc(C)c(NC(=S)N(CCCN2CCOCC2)Cc2cccnc2)c(C)c1 returned Bcl-xL primary 2, GLD-1 RNA inh -5, Fam108B counter -2, AHR activator 3, PME-1 primary -1, MCL1 BIM primary 8, MEX-5 binding -1.1, PAFAH1B2 FP inh -1 and pPAFAH inh -1.
